APJ antag: antagonists of human apelin receptor APJ, primary screen, CHO-K1 cells, beta-arrestin complementation, luminescence. P35414. 0.32% of 330,000 active. inhibition, % at 20 µM;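 active = inhibition above about 40% at 20 µM, limit read from the data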;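 note: cells challenged with 10 nM apelin-13 agonist together with compound; plate controls were apelin-13 plus DMSO wells for no effect and DMSO wells lacking apelin-13 for full effect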
Target sequence (P35414 whole entry, looked up): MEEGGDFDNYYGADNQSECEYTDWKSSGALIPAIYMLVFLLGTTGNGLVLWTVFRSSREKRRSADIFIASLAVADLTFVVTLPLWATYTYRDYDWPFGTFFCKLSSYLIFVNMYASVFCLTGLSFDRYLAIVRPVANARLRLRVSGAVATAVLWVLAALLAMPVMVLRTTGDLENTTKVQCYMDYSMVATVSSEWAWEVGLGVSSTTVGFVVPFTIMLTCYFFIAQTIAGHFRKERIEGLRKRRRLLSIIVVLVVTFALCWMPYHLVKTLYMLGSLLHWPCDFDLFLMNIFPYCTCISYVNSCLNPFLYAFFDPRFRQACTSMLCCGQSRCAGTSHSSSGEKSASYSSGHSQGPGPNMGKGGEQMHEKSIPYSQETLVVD
APJ agonist: agonists of human apelin receptor APJ, primary screen, CHO-K1 cells, PathHunter beta-arrestin, luminescence | P35414 | 0% DMSO wells, 100% apelin | activation, % at 20 µM | 0.11% of 330,000 active | AID 2520, 2010;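 active = activation more than six SD over the plate average, tested at 20 µM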;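 note: 0% = DMSO alone and 100% = apelin-13 at 10 nM; some results filed as inactive read as strong as hits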
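assay system = CHO-K1 APJ beta-arrestin complementation cell line | input = cell density 1000 per well | dosing = compound 20 µM once, DMSO 1% | timing = compound 90 min 25 °C, reagent 1 h | measured by = luminescence from split beta-galactosidase complementation, Galacton Star/Emerald II substrate | read-out basis = APJ agonist activity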
tim23-1 inh: growth inhibitors of tim23-1 mutant yeast, primary screen, luminescence, uHTS. 1.3% of 330,000 active. S. cerevisiae tim23-1 growth, BacTiter-Glo luminescence, 24 h. inhibition, % at 20 µM. AID 463212, 2010;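 active = growth inhibition of the mutant yeast at or above 50%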;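 note: temperature-sensitive mutant grown at 25 °C; plate controls were DMSO-treated mutant yeast for no effect and medium wells lacking yeast for full effect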
MPTP inh: mitochondrial permeability transition pore inhibitors, primary screen, biochemical, isolated mouse mitochondria, absorbance | Ca2+ swelling absorbance, 30 min | 1.4% of 360,000 active | inhibition, % at 10 µM;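 active = inhibition of 50% or more, scaled per plate between neutral and stimulator controls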;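 note: 0% = DMSO wells given calcium and 100% = 1 mM EGTA wells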
NR3A LBD binder: binders of NR3A ligand-binding domain, primary screen, biophysical, differential scanning fluorimetry, uHTS. AID 1259313, 2017. Tm shift relative to glycine control, % at 25 µM. Glutamate receptor ionotropic, NMDA 3A (GRIN3A) ligand-binding domain. 2.5% of 340,000 active. NR3A LBD differential scanning fluorimetry, Tm shift; 0% = protein alone, 100% = glycine-bound protein;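 active = melting temperature shift of at least 10% of the positive control shift, at one fixed dose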
TIM10 inh: growth inhibitors of isogenic TIM10 control yeast, primary screen, counter-screen for tim10-1 yeast inhibitor project, luminescence, uHTS | S. cerevisiae TIM10 strain growth, BacTiter-Glo luminescence, 24 h | inhibition, % at 10 µM | 1.4% of 330,000 active | AID 463195, 2010;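 active = inhibition of 40% or more at the single tested concentration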;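 note: wild-type TIM10 isogenic control strain grown at permissive 25 °C; 0% = DMSO yeast wells and 100% = minimal medium wells without yeast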
tim10-1 inh: growth inhibitors of tim10-1 mutant yeast, primary screen, luminescence, uHTS. S. cerevisiae tim10-1 ts strain growth, BacTiter-Glo, 24 h. inhibition, % at 20 µM. 2.2% of 330,000 active. AID 463190, 2010;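 active = inhibition of at least 40%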;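 note: mutant grown at 25 °C; 0% = DMSO wells with yeast and 100% = wells holding no yeast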
beta cell repl: inducers of MIN6 beta-cell proliferation, primary screen, ATP luminescence, uHTS; MIN6 cells proliferation, ATPlite luminescence, 48 h; cells starved in 0.2% serum; 100% = growth in 10% serum; proliferation, % at 10 µM; 0.29% of 330,000 active;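 active = compounds whose signal lies at least 3.5 SD above the mean of all wells on their plate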;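 note: 0% = DMSO-treated cells in low-serum medium and 100% = 10% serum control; some compounds called inactive have numbers as strong as hits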
NLRP3 yeast inh: NALP3 inflammasome inhibitors in reconstituted yeast, primary screen, luminescence, uHTS; inhibition, % at 10 µM; AID 2825, 2010; 0.39% of 330,000 active; Yeast reconstituted NLRP3/ASC/caspase-1, beta-gal luminescence, 24 h;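 active = inhibition of 50% or more; inactive = inhibition below 50%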;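 note: plate controls were induced DMSO wells for no effect and uninduced yeast grown without galactose for full effect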
An asterisk follows results filed as active; . = no result given.

SMILES	APJ antag	APJ agonist	tim23-1 inh	MPTP inh	NR3A LBD binder	TIM10 inh	tim10-1 inh	beta cell repl	NLRP3 yeast inh
Cc1ccc2c(c1)c1c3n2CCN(CC#N)C3CCC1 (centres undefined)	-3	-2	19	1.1	2	10	-7	-3	16
COc1ccc(-c2csc(NC(=O)CCn3cnc4ccccc4c3=O)n2)cc1OC	-12	5	22	-0.5	4	12	21	0	-2
CC(C)OCCCNC(=O)C1CC(=O)N(CCc2ccc(F)cc2)C1 (centres undefined)	19	-1	-3	-1.9	-1	-10	-1	2	21
COc1cccc(NC(=O)CN(C)CC(=O)Nc2ccc3c(c2)CCC3)c1	-26	-3	15	1.0	-2	15	0	-3	7
CN(C(=O)c1ccc(S(=O)(=O)c2cccc(Cl)c2)c([N+](=O)[O-])c1)C1CCCCC1	-43	4	39	48	-3	30	32	-5	3
CNc1ccc(C(=O)OCC(=O)NCc2ccc3c(c2)OCO3)cc1[N+](=O)[O-]	-5	-3	-14	1.6	1	-19	-4	3	15
COC(=O)[C@@]1(Cc2ccc(F)cc2)[C@H]2c3cc(C(=O)N(C)C)n(CCc4ccc(OC)c(Br)c4)c3C[C@H]2CN1C(=O)c1ccccc1	7	-3	3	-2.8	1	6	27	-8	4
COc1ccc(NS(=O)(=O)c2ccc(NN=Cc3ccc(C(=O)O)cc3)c([N+](=O)[O-])c2)cc1	20	-5	-27	.	.	-27	-8	-2	18
CCN(CC(=O)Nc1ccc(OC)cc1)C(=O)C1CCN(C(=O)c2ccc(Cl)cc2)CC1	-2	0	-47	0.8	-1	-15	-22	-5	15
CCOC(=O)c1[nH]c2c(c1C)C(=O)CC(c1ccc(OC)c(OC)c1)C2 (centres undefined)	-19	-1	13	3.0	3	7	7	0	14
COC(=O)c1ccc(NC(=O)CSc2nnc(-c3ccccc3Br)n2-c2ccccc2)cc1	19	-3	9	4.5	-1	9	5	-2	1
CCCCC(CC)CNS(=O)(=O)c1ccc2c(c1)CCN2C(=O)CCC(=O)O (centres undefined)	-2	-3	16	-1.8	-3	0	8	-1	13
Cc1ccccc1CS(=O)(=O)c1nnc([C@H](Cc2ccccc2)NC(=O)OC(C)(C)C)o1	24	-4	33	-1.6	-4	68*	72*	-6	24
Cc1ccc(OCCC(=O)OCC(=O)c2c(N)n(C)c(=O)n(C)c2=O)cc1	-16	3	6	0.2	-1	5	28	-2	10
CCCCn1c(=O)c(-c2ccccc2)c(O)c2ccccc21	-12	-2	4	2.2	1	17	-29	-2	20
CCCCn1c(=O)c2c(O)cc(=O)oc2c2ccccc21	-6	-1	24	-0.4	-1	0	14	-5	32
C#CCOCCOCCOCCNc1nc(N2CCN(C(=O)[C@H](CCC(=O)O)n3cc([C@@H](N)[C@H](C)CC)nn3)CC2)nc(N2CCN(C(=O)[C@H](CCCCN)n3cc([C@@H](N)CC(N)=O)nn3)CC2)n1	4	-1	12	-1.2	4	-1	14	-2	10
CC(C)(C)CC(C)(C)NC(=S)NC1CCN(Cc2ccccc2)CC1	10	4	-14	1.4	2	10	-28	-5	4
CCCCN(C)C(=O)C1CCN(Cc2cccnc2)CC1	-21	1	-5	0.4	-1	-3	6	-2	22
COC(=O)c1ccc(/C=C/C(=O)O)cc1	-4	-5	1	1.5	0	-13	-11	-1	-3
COc1ccc(S(=O)(=O)N2CCN(C(=O)CCC3CCCC3)CC2)cc1	3	8	1	0.0	2	11	25	2	33
CCOC(=O)C1=C(O)C(Nc2nccs2)(C(F)(F)F)N=C1C (centres undefined)	-17	-3	-2	5.0	-1	-4	-26	-1	14
CN1C(=O)NC(NS(=O)(=O)c2ccc(N)cc2)(C(F)(F)F)C1=O (centres undefined)	-11	-3	15	-0.7	-2	6	2	-2	9
O=C(NCc1ccccc1Cl)C1=CC=CN2CCS(=O)(=O)N=C12	21	-4	-16	1.0	0	-2	-15	-1	10
COc1ccc(S(=O)(=O)N2CCOCC2)cc1NC(=O)COC(=O)CC1CC2CCC1C2 (centres undefined)	-9	0	16	0.6	4	13	13	-3	-15
SMILES	APJ antag	APJ agonist	tim23-1 inh	MPTP inh	NR3A LBD binder	TIM10 inh	tim10-1 inh	beta cell repl	NLRP3 yeast inh
CCc1ccc(NC(=O)Cn2ncc3c4ccccc4n(C)c3c2=O)cc1	9	1	-18	2.9	0	-27	-101	-4	6
COc1ccc(-c2nnc(CSc3nc4ccccc4c(=O)n3C)o2)cc1OC	6	-4	4	-1.8	-3	3	28	-2	10
CC1(C)S[C@@H]2[C@H](NC(=O)COc3ccccc3)C(=O)N2C1C(=O)OCc1ccccc1 (some centres undefined)	6	-5	-11	2.2	2	-15	22	-6	19
C=CC[C@@H](CC(=O)N(CCO)Cc1ccccc1)C(=O)N[C@@H](COC(=O)[C@@H](CC=C)Cc1ccc(F)cc1)Cc1ccccc1	5	-5	24	0.3	-11	10	9	-6	12
COc1ccccc1/C=C/CN1CCCC(CCC(=O)NCc2ccccc2F)C1 (centres undefined)	12	-3	12	0.9	0	43*	52*	-6	-5
CCN(CC)CCCn1c2c(c(SCC(=O)Nc3ccc4c(c3)OCO4)nc1=O)CCC2	10	-2	-1	-0.9	-1	8	4	-1	-1
CC1CCN(C(=O)CN(c2ccc(Cl)c(C(F)(F)F)c2)S(C)(=O)=O)CC1	13	-4	17	0.2	-1	9	20	2	24
N#CC(c1cccc(C(F)(F)F)c1)(c1ncc(C(F)(F)F)cc1Cl)N1CCOCC1 (centres undefined)	-3	4	38	7.5	-1	21	8	-2	17
CC(=O)c1ccc(OCCNS(=O)(=O)c2ccc(-n3cnnn3)cc2)cc1	-11	-6	12	-1.6	0	2	12	5	1
Cc1cc(NC(=O)CSc2nc3ccccc3c(=O)n2Cc2ccc(F)cc2)no1	-9	-4	-2	2.2	-11	5	12	2	-9
Oc1ccc(Br)cc1C=Nc1ccc2[nH]ncc2c1	-66	8	21	-1.0	1	4	28	0	10
O=C(NCCCn1ccnc1)C(=O)NCC1OCCCN1S(=O)(=O)c1ccc(F)cc1 (centres undefined)	9	-1	8	0.0	2	5	-14	0	13
Cc1nc(C)c(-c2ccc(SCC(=O)Nc3ccc(C)c(Cl)c3)nn2)s1	-6	1	9	1.0	0	-6	-2	-5	10
COC(=O)c1ccc(S(=O)(=O)c2ccc(C(=O)OC)s2)s1	-12	2	-14	.	0	-18	-27	-3	26
COc1ccc(NC(=O)c2nn(C)cc2[N+](=O)[O-])cc1	-19	-4	5	0.0	-1	-20	0	0	9
CCN(CC)c1ccc(NC(=O)c2cc(OC)cc(OC)c2)c(C)c1	-5	-2	15	0.9	1	-3	29	-4	18
Cc1cc(=O)n2nc(N3CCCC3C(=O)NCCCN3CC(C)CC(C)C3)sc2n1 (centres undefined)	-12	-3	-2	0.9	0	6	6	-2	22
CCCCN(C(=S)NC(=O)c1ccccc1)c1c(N)n(Cc2ccccc2)c(=O)[nH]c1=O	21	-3	15	0.4	5	1	23	-1	21
CC12CN(NC(=O)c3ccccc3F)C3(C#N)CC1CCC23C (centres undefined)	2	-2	18	0.5	2	18	29	-2	5
CC1CC1c1ccc(/C=C(\C#N)C(=O)Nc2ccc(Cl)cc2Cl)o1 (centres undefined)	15	-2	18	2.7	-8	3	8	-4	12
O=C(O)C1Sc2[nH]c(=O)sc2C2c3cc(Br)ccc3OC(=O)C12 (centres undefined)	27	-4	30	0.8	0	44*	22	0	7
COc1ccccc1N1C(=S)N=C(Nc2c(C)cccc2C)C12CCCC2	21	4	23	4.4	-2	22	22	4	4
COc1ccc(C(=O)Nc2ccc(C(=O)OCC(=O)c3cccc4ccccc34)cc2)cc1	-11	-2	-13	5.2	9	-24	-4	-4	9
NC(=S)c1ccc(C(N)=S)o1	7	-2	-1	-0.6	10	4	3	-3	-15
COc1ccc(-n2c(Cc3cccn3C)nnc2SCC(=O)Nc2ccc(Cl)cc2)cc1	-2	-1	46	0.7	-7	19	42*	-2	3

Continued, overlapping the part above by three compounds.
SMILES	APJ antag	APJ agonist	tim23-1 inh	MPTP inh	NR3A LBD binder	TIM10 inh	tim10-1 inh	beta cell repl	NLRP3 yeast inh
COc1ccc(C(=O)Nc2ccc(C(=O)OCC(=O)c3cccc4ccccc34)cc2)cc1	-11	-2	-13	5.2	9	-24	-4	-4	9
NC(=S)c1ccc(C(N)=S)o1	7	-2	-1	-0.6	10	4	3	-3	-15
COc1ccc(-n2c(Cc3cccn3C)nnc2SCC(=O)Nc2ccc(Cl)cc2)cc1	-2	-1	46	0.7	-7	19	42*	-2	3
COc1ccccc1NC(=O)CSc1nnc(-c2ccoc2C)n1C	-1	-2	-4	-2.0	1	-2	4	-1	16
COc1ccc(Nc2oc(-c3ccco3)nc2S(=O)(=O)c2ccc(F)cc2)cc1	-4	-4	36	7.1	-1	9	27	-4	25
COc1ccc(S(=O)(=O)N(C)CC(=O)Nc2ccccc2OC)cc1C	0	-2	29	-2.9	3	2	10	0	15
O=C(CNS(=O)(=O)c1ccc2c(c1)OCCCO2)N1CCN(c2ccc(F)cc2)CC1	-2	-1	5	0.0	1	5	6	-3	-5
O=C(COC(=O)/C=C/c1ccccc1Cl)NC1CCCC1	4	0	9	-1.2	-1	12	15	1	-13
O=C(NNC(=O)c1ccncc1)Nc1ccc([N+](=O)[O-])cc1	8	-1	11	82*	-23	19	9	-4	-16
CCC(=O)N1CCN(c2nc3ccccc3s2)CC1	4	0	6	-0.7	-10	1	-9	-1	16
COc1ccc(NC(=O)/C(C#N)=C/c2c(C)nn(-c3ccc(F)cc3)c2Cl)cc1Cl	-18	3	28	8.6	-6	19	26	-5	-8
COCc1cc(=O)[nH]c(Nc2nc3ccccc3o2)n1	18	-1	0	-0.2	-5	5	8	-2	-6
COc1ccc(Br)cc1/C=C/c1ccc2cccc(O)c2n1	14	-6	21	1.0	-9	2	16	-4	0
CCNC(=O)NC(=O)CSc1ccc2ccccc2c1	-2	-4	5	-1.8	2	1	7	-1	24
O=C(Nc1nc(-c2ccncc2)cs1)c1ccc(F)cc1	-12	1	-14	-1.0	2	-15	-28	0	10
CCN(CC)C(=O)C1CCN(S(=O)(=O)c2ccc3oc4ccccc4c3c2)CC1	17	-2	26	22	2	17	18	-2	-10
CCn1c(S(=O)(=O)O)nc2ccccc21	8	-3	-2	0.4	0	-11	-6	2	9
O=C(Nc1ccccc1[N+](=O)[O-])c1cncc(Br)c1	2	2	1	1.2	0	17	13	-2	-3
C/C(=N\Nc1cc(N2CCOCC2)nc(C)n1)c1cccc([N+](=O)[O-])c1	-1	-1	21	0.2	0	20	15	-5	24
CN(C)c1ccc(N=Nc2cccc3ccoc23)cc1	33	-6	20	0.6	22*	19	28	-4	60*
COCc1c(C#N)c(NCCc2ccc(F)cc2)nc(C)c1[N+](=O)[O-]	2	-1	27	1.8	-23	-7	26	-1	-39
C=CCNC(=O)C1(S(=O)(=O)c2ccccc2)CC=CC1	-14	10	6	-0.9	2	6	-13	-1	-6
COc1ccc(C(=O)OCc2ccccc2F)cc1S(=O)(=O)N1CCCC1	3	-5	38	0.8	3	6	9	1	-2

Bioassay records as filed in PubChem BioAssay.
